# Source: PubChem
# ERK EGF inh = blocks ERK signaling stimulated by EGF; HEK293-V1b, EGF-stimulated phospho-ERK AlphaScreen; Potency, µM (highest dose often 11.5 µM), without a hit: at the top dose activity change, negative = inhibition, most hits filed as inhibitors; 130,000 tested, 0.41% active; AID 1454; active means well fitted inhibition curve with a large enough effect; inconclusive means small, poorly fitted or top-dose-only effect, or effect the other way;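 further: plate controls were stimulated vehicle wells for no effect and unstimulated vehicle basal for full effect; nearly all actives have a fitted effect of over 55% in size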
#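 Phospho-ERK1/2 measured by AlphaScreen (SureFire) after 5 min 25 nM EGF stimulation of V1b-expressing HEK293 cells preincubated 30 min at 37C with titrated compounds; data scaled to DMSO and EGF controls, Hill-fitted AC50.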
# The depositor's hits bear a star; ? = inconclusive; & = joins results of further samples; [ ] = dose if it differs, or a comment. Potency means the concentration at half of the fitted maximal effect. Not all compounds are listed; the hit share may differ from the screen's.
SMILES,ERK EGF inh
CCCCCCCC(=O)NNC(=O)CC(=O)Nc1ccccc1C(=O)O,2%
N=c1c2ccccc2nnn1-c1ccc(C(F)(F)F)cc1,6%
CC(=O)Nc1nc(C)c(-c2csc(Nc3ccccn3)n2)s1,2%[57.5 µM]
CN(Cc1ncc[nH]1)C(=O)c1cc(COc2c(F)cccc2F)on1,1%
O=c1c2cc(Cl)ccc2nc(-c2ccccc2Cl)n1O,2%
CC1(C(=O)N2CC3(CC(c4cccc(NC(=O)COc5ccc(Cl)cc5)c4)=NO3)C[C@@H]2C(N)=O)CC1 (stereo not given in full),0%[57.5 µM]
O=c1oc2ccccc2c(NCc2ccc(Cl)cc2)c1[N+](=O)[O-],-2%[57.5 µM]
Clc1ccc(/C=N/N2CCCCC2)cc1,?
CC(C)OC(=O)C[N+](C)(C)CCN1C(=O)C2C(c3ccccc3)C=CC(c3ccccc3)C2C1=O (stereo not given),0%
CC(C(=O)NC(C)(C)C)N(C(=O)CS(=O)CC(=O)Nc1ccc(F)cc1)c1ccccc1F (stereo not given),9%
COc1ccc(-n2c(=O)c(-c3ccc(Cl)cc3)nc3cnc(N4CCOCC4)nc32)cc1,4%
O=C(CNC(=O)c1ccco1)N/N=C/c1ccc(O)c([N+](=O)[O-])c1,2%
CCCN1CCC(NC(=O)Nc2ccc([N+](=O)[O-])cc2)CC1,-12%
O=C(Nc1ccc(Cl)cc1F)C1CC1,1%
CN(C)c1ccnc(-n2cccc2/C=N/O)c1C#N,-7%[57.5 µM]
CC(C)(C)OC(=O)CNC(=O)c1[nH]cnc1C(=O)N[C@@H](CCCCNC(=O)OC(C)(C)C)C(=O)OC(C)(C)C,-3%[57.5 µM]
CCN(CC)c1ccc(C(=S)NC2CCCCC2)cc1,?
Cc1nc(CN2CCN(C(=O)CCc3nnc(Cc4c[nH]c5ccccc45)o3)CC2)cs1,-3%
CCOc1cc(NC(=S)NCCOC)c(OCC)cc1NC(=O)c1cccs1,-1%
C=CCn1c(C)csc1=Nc1ccc(C(C)=O)cc1,-32%
CCCC[C@@H]1CNC(=O)C(=O)N1CCc1cc(C(F)(F)F)cc(C(F)(F)F)c1,-6%[57.5 µM]
O=C(O)Cc1ccc2oc(-c3cccnc3)nc2c1,-1%
CCCc1cc(=O)[nH]c(SCCN2C(=O)c3ccccc3C2=O)n1,-4%
Cc1sc2nc(SCC(=O)O)[nH]c(=O)c2c1C,6%
COc1ccc(S(=O)(=O)Nc2c(C)nc3nc[nH]n3c2=O)cc1,-1%[57.5 µM]
Cc1c(NC(=O)COC(=O)c2ccc(Br)o2)c(=O)n(-c2ccccc2)n1C,-3%
Cc1ccc(Nc2nnc(SCc3nc4ccccc4c(=O)[nH]3)s2)cc1,-8%
Cc1sc(NC(=O)c2cc(-c3ccccc3)nc3ccccc23)c(C(N)=O)c1C,1%
Cc1ccc(S(=O)(=O)N(CCC(=O)O)c2ccccc2)cc1,6%
COc1ccccc1NC(=O)c1csc2c1CCC(C)C2 (stereo not given),24%
COc1ccc(/C=C(\C#N)C(=O)c2c(C)[nH]c3ccccc23)cc1OC,-6%
O=C(NNC1=C(C(=O)C(F)(F)F)CCC1)c1cccc(O)c1,4%
O=C(Nc1cccc(-c2nnc(-c3ccccc3)o2)c1)C1CCCCC1,-5%
CN(C)S(=O)(=O)c1ccc(NC(=O)c2ccncc2)cc1,-8%
COc1ccc(CNc2c(C(=O)O)cnc3c2cnn3C)cc1,-10%
Cc1nn(-c2ccccc2)c2ncc(C(=O)c3cc(Cl)ccc3O)cc12,?
Cc1cccc(CNc2ccnc(-c3cccc(NS(C)(=O)=O)c3)n2)c1,34%
Cc1csc(NC(=O)c2ccncc2)n1,3%[57.5 µM]
O=C(NC1CCCC1)C(c1ccc(N2CCOCC2)cc1)N(C(=O)c1ccco1)c1ccccc1F (stereo not given),3%
COCCCNC(=O)Cn1cc(C(=O)c2cccs2)c2ccccc21,-3%
COc1ccc(C(=O)NCc2nnc(SCC(=O)N3CCCCC3)o2)cc1,4%
CNC(=O)CCc1[nH]c2ccccc2c1Sc1ccccc1,3%
NNC(=S)NCc1cccnc1,-9%
NC(=O)c1cccc2c1C(=O)N(C1CCCCC1)C2,-1%
CC(C)COc1ccc(C/C(N)=N/n2cnnc2)cc1,1%
CC(=O)Nc1c(C)nn(C(C)=O)c1C,-2%
CC1CCCN(c2ccc([N+](=O)[O-])s2)C1 (stereo not given),-8%
CC1(C)NC(C(=O)O)Cc2c1[nH]c1ccccc21 (stereo not given),-3%[57.5 µM]

# Quoted at random: 2 entries already listed, in no set order.
SMILES,ERK EGF inh
CC1CCCN(c2ccc([N+](=O)[O-])s2)C1 (stereo not given),-8%
Cc1csc(NC(=O)c2ccncc2)n1,3%[57.5 µM]

# Later entries.
SMILES,ERK EGF inh
Fc1ccc(C2c3[nH]c4ccccc4c3CCN2CCCn2cccn2)cc1 (stereo not given),-1%[57.5 µM]
O=C(CCCCC(=O)N1CCOCCOCCOCC1)OCc1ccccc1,-9%[57.5 µM]
O=S1(=O)CC(O)C(N=Nc2c(O)n(Cc3ccccc3)c3ccccc23)C1 (stereo not given),9%[57.5 µM]
Fc1ccc(C2CC(c3ccco3)=Nc3ccccc3S2)cc1 (stereo not given),-4%
Cn1c(=O)c(-c2ccccc2)c(O)c2ccccc21,-2%&-5%
O=C1N(C2CCCC2)C[C@@H]2C[C@@H](c3cccn3-c3nccs3)N3CCC[C@@]123,2%
CC(C)CC(=O)NC(=S)Nc1sc2c(c1C(N)=O)CCC2,1%
CC(C)CC(=O)N1CCN(Cc2cccc([N+](=O)[O-])c2)CC1,-1%
CSc1ccc(/C=C/C(=O)NC23CC4CC(CC(C4)C2)C3)cc1,15%
O=C(N/N=C/c1ccc([N+](=O)[O-])cc1)c1cnccn1,-11%[57.5 µM]
CC(=O)Nc1ccc(CN2CCN(CC(C)C)C(CCO)C2)cc1 (stereo not given),-5%
c1ccc(Cn2nnc3c(NCc4ccc5c(c4)OCO5)ncnc32)cc1,-7%[57.5 µM]

# Ordered by formula weight (rising): 17 of the compounds above
SMILES,ERK EGF inh
CC(=O)Nc1c(C)nn(C(C)=O)c1C,-2%
CC1CCCN(c2ccc([N+](=O)[O-])s2)C1 (stereo not given),-8%
Cn1c(=O)c(-c2ccccc2)c(O)c2ccccc21,-2%&-5%
NC(=O)c1cccc2c1C(=O)N(C1CCCCC1)C2,-1%
O=C(N/N=C/c1ccc([N+](=O)[O-])cc1)c1cnccn1,-11%[57.5 µM]
CC(C)COc1ccc(C/C(N)=N/n2cnnc2)cc1,1%
CC(C)CC(=O)N1CCN(Cc2cccc([N+](=O)[O-])c2)CC1,-1%
CNC(=O)CCc1[nH]c2ccccc2c1Sc1ccccc1,3%
CC(C)CC(=O)NC(=S)Nc1sc2c(c1C(N)=O)CCC2,1%
CSc1ccc(/C=C/C(=O)NC23CC4CC(CC(C4)C2)C3)cc1,15%
CC(=O)Nc1ccc(CN2CCN(CC(C)C)C(CCO)C2)cc1 (stereo not given),-5%
c1ccc(Cn2nnc3c(NCc4ccc5c(c4)OCO5)ncnc32)cc1,-7%[57.5 µM]
Fc1ccc(C2c3[nH]c4ccccc4c3CCN2CCCn2cccn2)cc1 (stereo not given),-1%[57.5 µM]
O=C1N(C2CCCC2)C[C@@H]2C[C@@H](c3cccn3-c3nccs3)N3CCC[C@@]123,2%
O=S1(=O)CC(O)C(N=Nc2c(O)n(Cc3ccccc3)c3ccccc23)C1 (stereo not given),9%[57.5 µM]
COc1ccc(C(=O)NCc2nnc(SCC(=O)N3CCCCC3)o2)cc1,4%
O=C(CCCCC(=O)N1CCOCCOCCOCC1)OCc1ccccc1,-9%[57.5 µM]

# (cont.)
SMILES,ERK EGF inh
COc1ccccc1/C=C(/C(=O)OCC(N)=O)c1ccccc1,1%
CCCNS(=O)(=O)/C=C/c1ccccc1,4%
O=C(C1=C[C@H](C2CC2)C[C@H](OCc2ccc(CO)cc2)O1)N1CCN(Cc2ccccc2)CC1,-2%[57.5 µM]
COC(=O)c1cc(COC(=O)c2nc3nc(C)cc(C)n3n2)oc1C,-4%
COc1ccc(/C=N/Nc2ccc(C(F)(F)F)cc2[N+](=O)[O-])cc1,3%
OCCNCc1cc(Br)ccc1OCc1ccc(F)cc1,2%
CCC(=O)N1CCC2(CC1)Oc1ccc(F)cc1C(=O)C21CC(c2ccc(Cl)cc2)=NO1 (stereo not given),4%[57.5 µM]
CC(=O)C1=C(C)N(Cc2ccccc2)C(=O)N[C@@H]1c1cccc(C(F)(F)F)c1,2%
Cc1ccc(C(=O)C(C)Sc2nnc(N)s2)cc1 (stereo not given),-3%
CCOCc1c(C(=O)OCC(=O)/C(C#N)=C(\C)N)oc2ccccc12,7%
O=C(NN1C(=O)c2ccccc2NC1c1ccco1)c1ccc(Br)cc1 (stereo not given),3%
C=CCNC(=O)c1ccccc1NC(=O)COc1ccc(OC)cc1,-10%
Cc1ccc(N(Cc2ccc(C(=O)NCCSc3ccccn3)cc2)S(C)(=O)=O)cc1C,1%
CCCCC12CN3CCN(CC(C3)/C1=N\NC(=O)c1ccccc1N)C2,3%
COC(=O)/C(=C/c1cccc([N+](=O)[O-])c1)NC(=O)c1ccc(OC)cc1,11%
COCCn1c(=NC(=O)C(C)(C)C)sc2cc([N+](=O)[O-])ccc21,1%
Cc1ccc(NC(=O)CNS(=O)(=O)c2ccc(F)cc2)cc1C,5%
N=C1/C(=C\c2ccc(-c3ccc(C(=O)O)cc3)o2)C(=O)N=C2SC=C(c3ccccc3)N12,-4%[57.5 µM]
CC(C)CCN1NC2(CCC(C)CC2)NC1=S (stereo not given),10%[57.5 µM]
Nc1nc(SCc2ccc([N+](=O)[O-])cc2)c2ncn([C@@H]3O[C@H](CO)[C@H](O)[C@H]3O)c2n1,-4%
Cc1cc(-c2n[nH]c(=S)n2/N=C/c2ccc(C)s2)n[nH]1,0%
O=C(OCCNC(=O)c1ccc2ccccc2n1)c1ccc(F)cc1,-10%[57.5 µM]
CC(=O)Oc1ccc(-c2cccc(C(=O)N(C)c3ccc(O)cc3)c2)cc1,-4%
Cc1c(Cc2ccccc2)sc(/N=C/c2c(O)ccc3ccccc23)c1C(N)=O,-5%
CC(=O)c1c(O)cc(O)c(C(C)=O)c1O,1%[57.5 µM]
O=C(CN1CCC(C(=O)c2ccc(F)cc2)CC1)Nc1ccc(F)cc1,6%
CC(C)(C)n1cnc(C(N)=O)c1N,-3%
COc1cccc(N2CCN(C(=O)c3ccc(CSc4nc5ccncc5[nH]4)cc3)CC2)c1,8%
O=c1c(OC2OC(CO)C(O)C(O)C2OC2OC(CO)C(O)C(O)C2O)c(-c2ccc(O)cc2)oc2cc(O)cc(O)c12 (stereo not given),2%[57.5 µM]
CCOC(=O)c1[nH]c2ccccc2c1NC(=O)C1CCCCC1,-1%
O=C(NCCc1ccc(Cl)cc1)c1cnccn1,-14%[57.5 µM]
NS(=O)(=O)c1ccc(CNS(=O)(=O)c2cc(C(=O)O)ccc2Cl)cc1,-2%
Cc1ccc2nc(Cl)c(C3CC(c4cccs4)=NN3C(=O)CCC(=O)O)cc2c1 (stereo not given),-2%
CC(/C=N\NC(=O)c1ccc(C)nc1)=C\c1ccccc1,6%
O=C(CNC(=S)NC(=O)c1ccc(Cl)cc1)c1ccccc1,12%
Cc1csc(=Nc2ccccc2)n1C,-1%
CCCc1n(CC(O)COC2CCCCC2)c2ccccc2[n+]1C (stereo not given),13%
CC(C)(C)C(=O)N1CCC(O)(CS(=O)(=O)Cc2ccccc2)CC1,-7%
COCCCNCCCCOc1ccc(Br)cc1Cl,-9%
COc1cc(CC(CC(=O)O)CC(C)OCc2ccccc2)cc(OC)c1 (stereo not given),2%
O=C(/C(N=Nc1cccc([N+](=O)[O-])c1)=C(/O)c1ccc(Br)cc1)C(F)(F)F,-8%[57.5 µM]
CCC(C)C(=O)Nc1nnc(SCC(=O)Nc2ccc(F)cc2)s1 (stereo not given),9%
CCC(C)NC(=O)c1ccc2c(Cl)c3c(nc2c1)CCC3 (stereo not given),2%[57.5 µM]
CC(NC(=O)c1cc(F)c(F)cc1Cl)c1ccncc1 (stereo not given),-12%[57.5 µM]
CC(=O)c1ccc(NC(=S)NCCc2cccc(Cl)c2)cc1,-4%
COc1ccccc1-c1ccc(SCC(=O)Nc2cc(C)on2)nn1,24%
c1ccc(C2CC(c3ccccc3)n3c(nc4ccccc43)N2)cc1 (stereo not given),8%
Cc1ccc(NC(=O)C(Nc2cccc(C)c2)c2ccccc2)cc1 (stereo not given),1%
CCn1c(SCc2cccc(F)c2)nnc1-c1cccnc1,-14%[57.5 µM]
O=C(NCc1cccnc1)c1ccccc1-c1ccccc1,-18%
NC(=O)NC(=O)CSc1cccc(C(F)(F)F)c1,-7%
O=C1N(Cc2cccnc2)C[C@@H]2C[C@@H](c3cccc(C(F)(F)F)c3)N3CCC[C@@]123,5%[57.5 µM]
CN(Cc1ccccn1)Cc1nc(-c2ccc(Cl)cc2)no1,-8%
CSC1=N/C(=C\c2ccc(Cl)cc2)C(=O)N1N(C)C,?
O=C(NCc1ccc(F)cc1)Nc1cccc([N+](=O)[O-])c1,1%
COc1ccc(N2CCN(C(=O)c3c(-c4ccccc4)noc3C)CC2)cc1,-1%
N#CNC(=Nc1ccc(F)cc1)SCc1ccccc1,6%
COc1ccc(-c2c[n+](CC(=O)N3c4ccccc4Sc4ccccc43)c3n2CCC3)cc1,-2%[57.5 µM]
COc1ccc(C(=O)OCC(=O)NC2CC2)cc1[N+](=O)[O-],0%
c1ccc2sc(C3CCN(Cc4nnnn4Cc4ccc5c(c4)OCO5)CC3)nc2c1,-3%
# The listing continues:
SMILES,ERK EGF inh
COc1cc(OC)c2c(C)cc(=O)oc2c1C(CCN1CCOCC1)c1ccc(N(C)C)cc1 (stereo not given),?
CCOC(=O)CSc1cc(C)c(C#N)c2nc3ccccc3n12,3%
CCOC(=O)CN(C(=O)CSc1nnc(-c2ccncc2)n1CCCOC)c1ccccc1,11%
CN(C)CCNC(=O)COc1cccc2c1OC(C)(C)C2,0%
CCOc1ccc(CC(=O)OCn2nnc3ccccc3c2=O)cc1,6%
CS(=O)(=O)NNC(=O)c1sccc1OCc1ncc(C(F)(F)F)cc1Cl,11%[57.5 µM]
